TRPC6 inhibitor = inhibitors of mouse TRPC6 channel; Q61143; HEK293-TRPC6, membrane potential dye, ACh-evoked depolarization; active compounds read low; B-score at 10 µM; 310,000 tested, 1.1% active;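 active = B-score under library mean minus 3 SD, initial fluorescence not abnormally high, positive integrated signal ratio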;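 note: B-score derived from integrated fluorescence ratio over the kinetic read; more negative B-score means stronger inhibition of depolarization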
Target sequence (Q61143 whole entry, looked up): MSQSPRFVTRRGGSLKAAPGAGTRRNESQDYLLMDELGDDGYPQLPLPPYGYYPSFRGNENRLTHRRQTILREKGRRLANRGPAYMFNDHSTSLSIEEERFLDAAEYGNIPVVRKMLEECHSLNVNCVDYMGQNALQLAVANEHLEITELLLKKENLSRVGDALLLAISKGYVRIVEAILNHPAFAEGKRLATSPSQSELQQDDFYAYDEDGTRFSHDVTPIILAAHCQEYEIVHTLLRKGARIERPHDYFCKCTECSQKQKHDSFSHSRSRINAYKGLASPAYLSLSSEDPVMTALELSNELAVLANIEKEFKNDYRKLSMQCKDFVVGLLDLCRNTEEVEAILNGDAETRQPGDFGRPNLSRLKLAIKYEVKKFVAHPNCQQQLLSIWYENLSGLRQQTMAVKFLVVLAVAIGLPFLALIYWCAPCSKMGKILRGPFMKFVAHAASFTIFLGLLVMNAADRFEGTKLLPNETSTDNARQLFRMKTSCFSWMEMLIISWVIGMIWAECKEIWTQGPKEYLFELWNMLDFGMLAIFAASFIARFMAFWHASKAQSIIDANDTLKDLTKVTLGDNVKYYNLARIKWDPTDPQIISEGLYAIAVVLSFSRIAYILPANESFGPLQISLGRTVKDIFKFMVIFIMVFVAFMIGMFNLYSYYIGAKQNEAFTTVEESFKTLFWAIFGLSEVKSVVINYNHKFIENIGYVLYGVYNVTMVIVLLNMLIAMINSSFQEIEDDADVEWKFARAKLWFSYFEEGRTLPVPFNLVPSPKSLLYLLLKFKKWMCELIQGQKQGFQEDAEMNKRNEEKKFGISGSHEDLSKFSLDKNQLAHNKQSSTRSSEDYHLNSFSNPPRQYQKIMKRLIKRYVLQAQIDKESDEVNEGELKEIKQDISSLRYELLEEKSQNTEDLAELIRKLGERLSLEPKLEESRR
MrgX1 PAM = human MrgX1 positive allosteric modulation, primary screen | MrgX1-HEK293, Fluo-4 calcium flux, FDSS; active compounds read high | 310,000 tested, 0.63% active | B-score at 10 µM | AID 588675;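 active = plate-corrected calcium response at least 3 library SD above typical, normal starting fluorescence, not activating the receptor alone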;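 note: compound read alongside a low EC10 to EC30 dose of BAM8-22 agonist; peak minus trough fluorescence over baseline measured at the second addition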
TRPC4 potent = allosteric potentiators of mouse TRPC4 channel; Q9QUQ5; HEK293 TRPC4beta/mu-opioid, DAMGO EC20, Fluo-4 Ca2+ flux; active compounds read high; B-score at 10 µM; 310,000 tested, 0.42% active; AID 2227;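 active = B-score of calcium response area above 5 SD of library B-scores, with initial fluorescence ratio within 5 SD of library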;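 note: B-score of integrated fluorescence ratio over time as area under calcium response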
AI-2 QS modul = Vibrio harveyi AI-2 quorum sensing modulation; Vibrio harveyi JMH597 AI-2 luminescence/OD600 ratio, 9 h; active compounds read low; strain lacks LuxN and CqsS sensors; 0 = neutral-control median; activity change, % at 7.5 µM; 300,000 tested, 0.4% active; in the data active = activity change below about -75%, passing the limit was not always enough;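 note: luminescence divided by OD600 gain over 9 h not by final OD600 alone; inactives centre near 13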
TRPC6 act = activators of mouse TRPC6 channel; Q61143; 310,000 tested, 0.13% active; AID 2550; HEK293-TRPC6 membrane potential dye fluorescence; active compounds read high; B-score at 10 µM;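 active = B-score of the integrated fluorescence ratio above library mean plus 3 SD, and starting fluorescence ratio within library mean plus 5 SD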;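 note: higher score means more depolarization so channel activation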
TRPC4 inh = TRPC4 (mouse) channel inhibition | HEK293 TRPC4beta/mu-opioid, DAMGO-evoked Fluo4 calcium flux; active compounds read low | B-score at 10 µM | 300,000 tested, 0.39% active | AID 2247;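 active = B-score over 3 SD under the library average, no early fluorescence shift, positive overall ratio signal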
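Assay system: TRPC4beta/mu-opioid receptor HEK293 cell line; compound dosing: single concentration per test compound; detection: Fluo4 Ca2+ flux fluorescence; evaluation: per-well B score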
HIF activator = HIF pathway transcriptional activation; activation, % at 7.5 µM (by protocol); 300,000 tested, 0.32% active; AID 1910; U2OS HRE-luciferase reporter, luminescence; normalized: DMSO 0%, desferrioxamine 100%;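 active = mean activation of at least 10% of the iron chelator positive control signal, with at least half of replicates also reaching 10%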
PolyA inhibitor = yeast polyadenylation inhibition. AID 1875. calls only at 12 µM. S. cerevisiae SKY197-pL101 polyadenylation reporter, beta-gal luminescence; efflux-impaired pdr1/pdr3 knockout yeast; score 100 = 6 SD above DMSO. 300,000 tested, 0.02% active;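 active = lowest replicate activity score at least 50, where 100 means six control SD above control mean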;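 note: yeast exposed to compound for 9 h at 30 °C; higher score means more reporter readthrough which indicates perturbed polyadenylation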
TRPC4 agonist = TRPC4 (mouse) channel activation. Q9QUQ5. HEK293 TRPC4beta/mu-opioid, Fluo4 calcium fluorescence; active compounds read high. B-score at 10 µM. 310,000 tested, 0.49% active. AID 2237;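 active = B-score above 5 SD of library B-scores, and initial fluorescence ratio not above library mean plus 5 SD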;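 note: positive B-score marks a calcium rise read as TRPC4 activation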
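Test system: HEK293 cells stably co-expressing mouse TRPC4beta and mu-opioid receptor | Schedule: Fluo4 dye loading 45 min at room temperature, 110 s recording | Measured by: Kinetic Fluo4 calcium fluorescence, 5 s baseline at 1 Hz | Evaluation: B score of integrated ratio | Controls: Buffer (low) and maximal DAMGO (high)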
MrgX1 antagonist = human MrgX1 receptor antagonism, primary screen; B-score at 10 µM; 310,000 tested, 1.3% active; Q96LB2; MRGX1-HEK293 calcium flux, Fluo-4, BAM8-22 antagonism; active compounds read low;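 active = calcium-response B-score plate-corrected more than 3 library SD below zero, starting fluorescence within 5 deviations, no agonist response on first addition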;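 note: peak minus trough fluorescence over baseline after final BAM8-22 challenge near maximal dose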
MrgX1 agonist = human MrgX1 receptor agonism, primary screen; Q96LB2; MrgX1-HEK293 cells, Fluo-4 calcium fluorescence, agonist mode; active compounds read high; B-score at 10 µM; 310,000 tested, 0.44% active; AID 588627;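 active = calcium response B-score plate-corrected fluorescence ratio at least 3 library SD, with starting fluorescence B-score inside 5 SD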
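Test system: HEK293 cells stably expressing human MrgX1 receptor; amount: 15,000 cells per well; doses: compound delivered in addition one of three; times: overnight plating before 1 h dye loading; detection: Fluo-4 NW calcium-flux fluorescence, kinetic read; read-out basis: B-scored fluorescence response ratio; controls: positive and negative controls per plate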
The depositor's hits bear a star; i = inactive; . = not tested or not shown. An excerpt; count on the stated rates, not on these rows.

SMILES	TRPC6 inhibitor	MrgX1 PAM	TRPC4 potent	AI-2 QS modul	TRPC6 act	TRPC4 inh	HIF activator	PolyA inhibitor	TRPC4 agonist	MrgX1 antagonist	MrgX1 agonist
C#CCSc1nccc(-c2nn(-c3ccc(C)cc3)ccc2=O)n1	i	i	i	-6	i	i	3.4	i	i	i	i
CCCCC(=O)N=c1sc2cc([N+](=O)[O-])ccc2n1C	i	i	i	14	i	i	0.6	i	i	i	i
Cc1onc(-c2ccccc2Cl)c1C(=O)N1CCCCC1	i	i	i	14	i	i	0.3	i	i	i	i
CN(C)S(=O)(=O)c1cccc(-c2nn(-c3ccccc3)cc2/C=C2\SC(=S)N(CC(=O)O)C2=O)c1	i	i	i	1	i	i	-0.4	i	i	i	i
Cc1cnc(NC(=O)C(C)N2C(=O)C3CC=CCC3C2=O)s1 (stereo not given)	i	i	i	-4	i	i	-1.0	i	i	i	i
O=C(CC1C(=O)NCCN1Cc1c(F)cccc1Cl)NCCCn1cccn1 (stereo not given)	i	i	i	8	i	i	0.3	i	i	i	i
O=C(CCC(=O)Nc1nnc(C2CCCCC2)s1)NCc1ccc(F)cc1	i	i	i	-4	i	i	0.1	i	i	i	i
O=C(NCc1ccc(OC(F)(F)F)cc1)C1CC(c2ccccc2[N+](=O)[O-])=NO1 (stereo not given)	i	i	i	19	i	i	1.0	i	i	i	i
Cc1ccc(NC(=O)CNC(=O)N2CC(=O)Nc3ccccc32)cc1F	i	i	i	10	i	i	1.8	i	i	i	i
CCc1cc(C(=O)NNC(=S)NC2CCCCC2)cs1	i	i	i	33	i	i	1.8	i	i	i	i
CC1CC(=O)N(CC(=O)NCc2ccco2)c2ccccc2S1 (stereo not given)	i	i	i	-7	i	i	0.4	i	i	i	i
Cc1ccc2nc(-c3ccc(N4C(=NC(=O)CCC(=O)O)SC5CS(=O)(=O)CC54)cc3)sc2c1 (stereo not given)	i	i	i	29	i	i	4.0	i	i	i	i
COc1cccc(C(C#N)N2CCOCC2)c1 (stereo not given)	i	i	i	8	i	i	0.0	i	i	i	i
CC1CCCN(C(=O)N2c3ccccc3Sc3ccccc32)C1 (stereo not given)	i	i	i	0	i	i	0.1	i	i	i	i
CC1CC(C)CN(S(=O)(=O)c2cc3c(cc2Cl)NC(=O)CO3)C1 (stereo not given)	i	i	i	13	i	i	0.1	i	i	i	i
CCn1cc(CNC(=O)c2ccc(C)s2)cn1	i	i	i	-9	i	i	0.6	i	i	i	i
CCC1Sc2ccc(S(=O)(=O)N3CCN(c4ccccc4)CC3)cc2NC1=O (stereo not given)	i	i	i	3	i	i	0.0	i	i	i	i
Cc1ccc(S(=O)(=O)N2CCC(C(=O)OCc3c(C)noc3C)CC2)cc1C	i	i	i	32	i	i	-0.4	i	i	i	i
Cc1ccc(N2C(=O)CC(Sc3nc(-c4ccccc4)c4cc(Cl)ccc4n3)C2=O)c(C)c1 (stereo not given)	i	i	i	34	i	i	0.7	i	i	i	i
CCN(CC)c1ccc(NC(=O)c2c(OC)cccc2OC)c(C)c1	i	i	i	36	i	i	-0.3	i	i	i	i
Cc1ccc(CCNC(=O)C2CCC(CNc3c(N4CCCC4)c(=O)c3=O)CC2)cc1 (stereo not given)	i	i	i	5	i	i	0.2	i	i	i	i
COc1cc2c(C#N)c(N3CCOCC3)nc(N)c2c(N)n1	i	i	i	24	i	i	-0.3	i	i	i	i
CCC(C)C(NC(=O)C1CCC(C)CC1)C(=O)Nc1cc(OC)ccc1OC (stereo not given)	i	i	i	15	i	i	0.4	i	i	i	i
O=C(Nc1nnc(SCC(=O)N2CCCCC2)s1)c1c(F)cccc1F	i	i	i	43	i	i	-0.1	i	i	i	i
CCCCc1c(O)nc(SCC(=O)N2CCCCC2)n(-c2ccccc2C)c1=O	i	i	i	-4	i	i	0.1	i	i	i	i
COc1ccccc1NC(=O)Nc1ccc2c(c1)nnn2C	i	i	i	7	i	i	2.5	i	i	i	i
COc1ccc(-c2[nH]c(-c3ccc(F)cc3)nc2SCC(=O)NCc2ccco2)cc1OC	i	i	i	23	i	i	-0.4	i	i	i	i
CCNC(=O)COc1ccc(-c2ccccc2)cc1	i	i	i	15	i	i	1.2	i	i	i	i
COc1ccc(CC(=O)N2CCN(c3ccccc3F)CC2)cc1OC	i	i	i	.	i	i	-11	i	i	i	i
CC1CC(C)CN(CC(=O)N2CCCc3c2c(=O)oc2ccc(OCc4ccccc4)cc32)C1 (stereo not given)	i	i	i	36	i	i	0.0	i	i	i	i
COc1ccc2cc(C(C)C(=O)N3CCC(C)CC3)ccc2c1 (stereo not given)	i	i	i	20	i	i	-0.1	i	i	i	i
Cc1ccc(NC(=O)Cc2ccc3c(c2)CCCC3)cc1C	i	i	i	7	i	i	0.2	.	i	i	i
NS(=O)(=O)c1ccc(CCNC(=O)C2CCCCC2)cc1	i	i	i	27	i	i	0.0	i	i	i	i
CCN1CCN(C(C)C(=O)NC2CCCCC2)CC1 (stereo not given)	i	i	i	10	i	i	-0.6	i	i	i	i
Cc1sc2nc(C)n(/N=C/c3ccc(O)cc3)c(=O)c2c1C	i	i	i	18	i	i	-0.3	i	i	i	i
COc1ccc(N=C2CC(C)(C)CC(=O)/C2=C(/O)c2ccccc2)cc1	i	i	i	-8	i	i	-0.1	i	i	i	i
COc1cc2c(cc1OC)-c1nnnn1C(C)(C)C2	i	i	i	-6	i	i	-0.1	i	i	i	i
COc1ccc(CNC[C@@H](CCCCN(C)Cc2ccc(OC)cc2)N2C[C@H](c3ccccc3)N(CCc3ccc(Cl)c(Cl)c3)C(=O)C2=O)cc1	i	i	i	21	i	i	4.5	i	i	i	i
O=C(CS(=O)(=O)Cc1ccccc1)Nc1ccc2c(c1)OCO2	i	i	i	14	i	i	0.6	i	i	i	i
CC(=O)Nc1nc(C(=O)O)cs1	i	i	i	7	i	i	0.0	i	i	-4.9*	i
COc1ccccc1-c1cc(C2CC2)nc(N)c1C#N	i	i	i	-2	i	i	0.6	i	i	i	i
CC(O)[C@H](NC(=O)C1(c2ccccc2)CCN(C(=O)OC(C)(C)C)CC1)C(=O)O (stereo not given in full)	i	i	i	28	i	i	-0.2	i	i	i	i
CC1CCC2C(=O)N(c3cccc(C(=O)Nc4ccc(F)cc4)c3)C(=O)C2C1 (stereo not given)	i	i	i	-17	i	i	0.7	i	i	i	i
CCOC(=O)Nc1ccc2c(c1)N(C(=O)CCN1CCN3CCCC3C1)c1ccccc1CC2 (stereo not given)	i	i	i	16	i	i	-0.2	i	i	i	i
Cc1ccc(/C=C(/NC(=O)c2ccccc2)C(=O)NCCc2c[nH]c3ccccc23)o1	i	i	i	31	i	i	0.0	i	i	i	i
CCCOc1ccc(NC(=O)CC2C(=O)N(CC)C(=S)N2CCCN2CCN(Cc3ccccc3)CC2)cc1 (stereo not given)	i	i	10*	11	i	i	0.1	i	i	i	i
Cc1nnc(SCC(=O)Nc2ccccc2)n1CCc1ccccc1	i	i	i	40	i	i	0.2	i	i	i	i
O=C(/C=C/c1ccccc1Cl)NCc1ccccc1	i	i	i	-94*	i	i	1.3	i	i	i	i
Fc1ccc(/C=N/Nc2nn[nH]n2)cc1	i	i	i	8	i	i	-0.9	i	i	i	i
Nc1ccc(C(=O)Nc2ccc(OC(F)(F)C(F)F)c(NC(=O)c3ccc(N)cc3)c2)cc1	i	i	i	10	i	i	0.6	i	i	i	i
O=C(CCS(=O)(=O)c1ccc(Br)cc1)NCCC1=CCCCC1	i	i	i	14	i	i	.	i	i	i	i
Cc1ccc(OCC(=O)Nc2ccc(CN3CCOCC3)cc2)cc1	i	i	i	24	i	i	0.0	i	i	i	i
COC(=O)CSc1nnc(-c2cccnc2)n1-c1cc(OC)cc(OC)c1	i	i	i	26	i	i	0.2	i	i	i	i
Cn1nnnc1SCC(=O)Nc1cc(C(F)(F)F)ccc1N1CCOCC1	i	i	i	22	i	i	-0.3	i	i	i	i
c1ccc(-c2nnsc2-c2ncc[nH]2)cc1	i	i	i	31	i	i	-0.1	i	i	i	i
c1ccc(-n2nnc3c(N4CCOCC4)ncnc32)cc1	i	i	i	7	i	i	-5.0	i	i	i	i
O=C(N/N=C/c1ccc(OC(=O)c2cccs2)cc1)c1ccc(F)cc1	i	i	i	4	i	i	0.8	i	i	i	i
Cn1c(=O)c2c(nc(CN3CCN(c4ccccc4)CC3)n2Cc2ccccc2Cl)n(C)c1=O	i	.	i	24	i	i	0.7	i	i	.	.
Cc1ccn(CCC(=O)N2CCCC(CCC(=O)N3CCN(c4ccccn4)CC3)C2)n1 (stereo not given)	i	i	i	13	i	i	-0.6	i	i	i	i
O=C(O)C1Nc2ccc(Br)cc2C2C=CCC12 (stereo not given)	i	i	i	13	i	i	1.1	i	i	i	i

Look-ups from the list:
HIF activator result of `Cc1ccc(OCC(=O)Nc2ccc(CN3CCOCC3)cc2)cc1` stands at 0.0
AI-2 QS modul result of `COC(=O)CSc1nnc(-c2cccnc2)n1-c1cc(OC)cc(OC)c1` stands at 26

Later entries:
SMILES	TRPC6 inhibitor	MrgX1 PAM	TRPC4 potent	AI-2 QS modul	TRPC6 act	TRPC4 inh	HIF activator	PolyA inhibitor	TRPC4 agonist	MrgX1 antagonist	MrgX1 agonist
Cc1ccc(SCc2ccc(C(=O)NCc3ccncc3)cc2)cc1	i	i	i	19	i	i	0.6	i	i	i	i
COC(=O)c1ccccc1NC(=O)c1sc(Cl)nc1C	i	i	i	5	i	i	0.4	i	i	i	i
Cc1ccc(NC(=O)c2c(C)nc3sc(C(=O)NC4CCCC4)c(N)c3c2-c2ccco2)c(C)c1	i	i	i	10	i	i	-0.2	i	i	i	i
C/C(=N/NC(=O)c1sc(NS(=O)(=O)c2ccccc2)nc1C)c1sc(N)nc1C	i	i	i	10	i	i	-0.3	i	i	i	i
CCC(CO)N=C1CC(C)(C)CC(=O)/C1=C(/O)CCCN1C(=O)c2ccccc2C1=O (stereo not given)	i	i	i	19	i	i	0.1	i	i	i	i

Screening data from PubChem BioAssay.
